Screens as filed in PubChem BioAssay.
BaF3 parental: reduces parental Ba/F3 cell viability, JAK2V617F counter-screen. CellTiter-Glo ATP luminescence. inhibition, % at 5.6 µM. hit rate 1.1% among 220,000. AID 1486;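 active = inhibition above a per-campaign cutoff, the mean inhibition of all tested compounds plus 3 SD, cut at about 27% in these data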;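 note: 0% = DMSO wells and 100% = JAK Inhibitor I control wells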
PERK inh: inhibitors of human PERK kinase | hit rate 0.17% among 220,000 | Q9NZJ5 | CHO PERK-DD fusion, SEAP luminescence translation reporter | inhibition, % at 5.6 µM | AID 1416;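 active = inhibition above the mean inhibition of all tested compounds plus 3 SD, set separately per screening campaign, cut at about 2.9% in these data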;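 note: PERK kinase domain activated by AP20187 dimerizer at 100 nM; 0% = DMSO with dimerizer and 100% = rapamycin at 8.4 µM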
S1P4 antag: blocks the human S1P4 receptor. O95977. S1P4-expressing cells, antagonist mode, reporter read-out. inhibition, % at 4.98 µM. hit rate 0.26% among 220,000. AID 1510; in the data active = inhibition above about 29%;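 note: 0% = wells stimulated with agonist and 100% = vehicle wells without agonist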
S1P4 ag: agonists of human S1P4 receptor. O95977. S1P4-expressing cell line, agonist reporter assay. activation, % at 4.98 µM. hit rate 0.35% among 220,000; in the data active = activation above about 11%;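 note: 0% = DMSO vehicle and 100% = reference agonist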
MDM2 E3 inh: inhibitors of human Mdm2 E3 ubiquitin ligase | cell-based MDM2 ubiquitination luciferase reporter, 2 h; 0 = plate control, 100 = twice control, blank-subtracted | hit rate 0.11% among 210,000 | AID 1230 | Q00987 | signal enhancement, % at 5 µM;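 active = signal enhancement of 30% or more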;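 note: luminescence tracks abundance of the self-degrading MDM2-luciferase fusion protein; higher signal means inhibition of MDM2 E3 ligase activity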
Target sequence (Q00987 whole entry, looked up, the tested form may be a part): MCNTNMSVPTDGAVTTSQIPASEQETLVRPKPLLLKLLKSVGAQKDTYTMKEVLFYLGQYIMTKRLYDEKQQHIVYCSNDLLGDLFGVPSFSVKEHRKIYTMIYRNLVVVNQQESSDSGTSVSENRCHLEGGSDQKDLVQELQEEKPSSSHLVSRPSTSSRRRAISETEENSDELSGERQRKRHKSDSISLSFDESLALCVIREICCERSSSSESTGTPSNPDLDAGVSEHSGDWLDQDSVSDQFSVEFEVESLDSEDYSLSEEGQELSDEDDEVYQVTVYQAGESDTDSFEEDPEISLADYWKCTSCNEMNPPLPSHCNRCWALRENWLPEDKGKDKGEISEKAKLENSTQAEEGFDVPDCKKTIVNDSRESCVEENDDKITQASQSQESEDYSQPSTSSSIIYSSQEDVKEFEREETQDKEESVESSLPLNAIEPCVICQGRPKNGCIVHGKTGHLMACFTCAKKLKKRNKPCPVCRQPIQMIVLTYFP
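Material: Stable MDM2–luciferase fusion reporter cells | Amount: 2000 cells seeded into each well | Dosing: One concentration, 5 µM, with 0.2% DMSO | Incubation: 4 h cell settling then 2 h compound exposure, 37 °C | Measured by: Luciferase luminescence | Read-out basis: % enhancement relative to plate controls after blank subtraction | Benchmarks: Control and blank well means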
Wee1 degr inh: human Wee1 degradation inhibition, primary screen. HeLa Luc-Wee1K328M stability, luciferase luminescence; 100% = proteasome inhibitor MG132 effect. reporter increase, % at 5 µM. hit rate 1.2% among 220,000;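 active = activation above the mean of all tested compounds plus 3 SD, set per screening run, cut at about 8.8% in these data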;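 note: cells exposed to compound for 20 h before luminescence read; 0% = DMSO alone and 100% = MG132 at 30 µM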
NPY-Y2 PAM-ag: human NPY-Y2 potentiation or agonism, primary screen. activation, % at 3.6 µM. cells expressing NPY-Y2, potentiator/agonist read-out. hit rate 0.45% among 220,000; in the data active = activation above about 27%;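 note: cells stimulated with NPY near EC25 plus isoproterenol at EC100; 0% = vehicle plus submaximal agonist and 100% = vehicle plus saturating agonist; some results beyond the cut were filed as inactive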
Target sequence (P49146 whole entry, looked up): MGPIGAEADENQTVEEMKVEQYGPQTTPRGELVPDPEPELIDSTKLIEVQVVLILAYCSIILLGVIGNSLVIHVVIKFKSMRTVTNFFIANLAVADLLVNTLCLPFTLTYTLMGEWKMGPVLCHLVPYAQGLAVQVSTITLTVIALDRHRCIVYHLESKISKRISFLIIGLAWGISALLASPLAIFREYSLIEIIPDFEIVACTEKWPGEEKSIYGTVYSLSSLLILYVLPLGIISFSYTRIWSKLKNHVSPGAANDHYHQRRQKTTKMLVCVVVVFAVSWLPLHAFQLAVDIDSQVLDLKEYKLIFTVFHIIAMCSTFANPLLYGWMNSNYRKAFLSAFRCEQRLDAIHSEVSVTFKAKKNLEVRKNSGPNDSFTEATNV
eIF4E-4G inh: inhibitors of eIF4E and eIF4G interaction in translation initiation; P63073+Q04637; TR-FRET eIF4E-eIF4GI(517-606) binding, 2 h; inhibition, % at 21.7 µM; hit rate 0.37% among 220,000; AID 782;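 active = inhibition above about 30%, limit read from the data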;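 note: 0% = full FRET control wells and 100% = background wells lacking eIF4GI fragment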
Ba/F3 V617F tox: lowers viability of Ba/F3 cells expressing EpoR and JAK2V617F; ATP luminescence; inhibition, % at 5.6 µM; hit rate 1.1% among 220,000;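 active = inhibition above the campaign mean plus 3 SD over all tested compounds, cut at about 24% in these data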;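 note: cytokine-independent growth of Ba/F3 cells driven by EpoR plus mutant JAK2; 0% = DMSO-treated cells and 100% = JAK inhibitor I control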
* = called active by the depositor; . = no result given; [ ] = another dose, or the depositor's remark.

SMILES	BaF3 parental	PERK inh	S1P4 antag	S1P4 ag	MDM2 E3 inh	Wee1 degr inh	NPY-Y2 PAM-ag	eIF4E-4G inh	Ba/F3 V617F tox
C(=N\N=C\c1cccnc1)/c1cccnc1	7.4	0.3	-14.3	-3.2	-0.9	-0.7	1.4	5.3[fluorescence artefact?]	-2.5
CCOc1ccc(Nc2oc(-c3ccco3)nc2C#N)cc1	-0.3	-0.1	3.2	0.2	-3.9	1.4	4.6	8.6[fluorescence artefact?]	-2.9
Cc1ccc(NC(=S)NCc2ccc3[nH]c4c(c3c2)CCCC4)cc1	3.4	0.0	5.7	2.3	.	-2.7	12.0	3.8[fluorescence artefact?]	-2.4
O=c1c2ccccc2c(-c2n[nH]c(=S)o2)nn1Cc1ccccc1	2.2	0.1	-0.6	-2.5	3.7	-1.9	-14.2	2.5	2.9
O=C(NCc1cccs1)c1cccn2c(=O)c3sccc3nc12	-2.2	1.6	1.8	1.0	-2.5	-0.8	-7.1	-2.7	-0.5
CCOc1ccc2nc(NC(=O)C3CCCO3)sc2c1 (centres undefined)	5.4	0.7	-20.5	-0.2	-19.8	8.5	10.1	-1.9	-2.9
CCCNC(=O)NC(=O)COC(=O)/C=C/c1cc(Br)ccc1F	1.5	-0.1	6.7	2.8	-16.2	3.9	-1.6	3.6	2.9
Cc1cc(-c2nnc(CCC(=O)NC(C)c3cccc4ccccc34)o2)no1 (centres undefined)	-1.1	-0.1	-8.9	-0.3	2.1	-2.9	5.3	-0.7	-6.6
Cc1cc(C)c(C#N)c(SCc2nc3ccccc3[nH]2)n1	3.4	-2.1	-2.3	2.1	-19.6	1.4	1.8	12.5	-1.6
c1ccc(-n2cc(CN3CCCC3)c(-c3ccc4c(c3)OCO4)n2)cc1	3.6	-0.2	-15.4	0.9	1.9	0.4	-4.6	1.3	-1.7
C[C@@H]1NC(=O)[C@H](CCCN=C(N)N)NC(=O)c2cc([N+](=O)[O-])cc(I)c2OCC[C@@H](C(=O)NC(CC(=O)O)C(N)=O)NC1=O (some centres undefined)	2.9	-0.4	-9.1	0.5	.	4.3	10.6	-1.8	4.3
N#Cc1nc(COc2cccc(Cl)c2)oc1NCc1ccncc1	2.6	-0.1	7.3	0.2	-6.6	2.1	-2.1	-7.9	-1.8
CCOc1ccc(C(=O)NC(=S)Nc2ccc(N3CCC(C)CC3)cc2)cc1[N+](=O)[O-]	0.9	0.1	-27.6	-2.4	-0.3	-3.2	-0.5	3.9	-1.4
Cc1ccc(NC(=O)c2ccc(S(=O)(=O)N3CCCC3)cc2)cc1	2.0	-0.4	8.0	-1.7	.	-1.9	4.0	.	-4.5
COC(=O)CC1C(=O)NCCN1C(=O)c1ccc(S(=O)(=O)N2CCOCC2)cc1 (centres undefined)	11.5	0.6	-7.3	0.6	3.1	-2.7	-3.2	-0.6	1.6
FC(F)(F)c1cccc(Cc2noc(CN3CCC(c4ccncc4)CC3)n2)c1	2.5	0.6	-4.9	-2.1	-15.7	-1.9	5.5	2.7	-2.3
O=C(Nc1ccccc1)N1CCN(c2cccc(C(F)(F)F)c2)CC1	6.1	-0.8	-2.9	-1.9	-10.3	-2.8	-3.9	-4.6	-0.2
Cc1nnc(SC(C)C(=O)Nc2ccc(S(=O)(=O)N3CCCCC3)cc2)s1 (centres undefined)	-0.4	-1.5	-12.0	1.4	-2.9	0.6	7.7	0.0	4.9
Cc1ccc(-n2c(SCC(=O)Nc3ccc4c5c(cccc35)CC4)nc(O)c(C)c2=O)cc1	3.0	0.4	-9.6	1.1	-3.7	3.0	-1.6	11.8	-0.1
CCN(Cc1cc(=O)n2ccsc2n1)Cc1nc2cc(OC)c(OC)cc2c(=O)[nH]1	-1.2	0.1	4.6	-1.3	.	-2.9	8.4	-15.0	7.8
COc1ccc2nc(SCC(=O)N3CCCCC3)c(C#N)cc2c1	1.8	0.9	-28.7	0.3	2.8	1.9	8.8	-0.4	-2.5
C#CCn1c(S(=O)(=O)Cc2ccc(C)cc2)nc(-c2ccccc2)c1-c1ccccc1	0.3	0.0	-6.8	0.8	-12.4	0.3	-17.0	1.0[fluorescence artefact?]	-0.4
COc1ccc(Cl)cc1NC(=O)COC(=O)/C=C/c1c(C)nn(C2CCS(=O)(=O)C2)c1Cl (centres undefined)	4.5	-0.8	-10.2	-0.1	-17.2	-0.5	0.0	3.7[fluorescence artefact?]	-3.4
COc1cc(/C=C(\C#N)c2[nH]nc(N)c2C#N)cc(OC)c1O	5.8	-0.5	-0.9	1.5	-0.8	0.6	-11.9	-0.8[fluorescence artefact?]	-0.9
Cn1nc(C(C)(C)C)cc1C(=O)NCc1ccc(N2CCCC2=O)cc1	93.3*	-0.1	-30.9	0.2	-8.3	-3.4	14.2	2.7	57.8*
Additional results:
SMILES	BaF3 parental	PERK inh	S1P4 antag	S1P4 ag	MDM2 E3 inh	Wee1 degr inh	NPY-Y2 PAM-ag	eIF4E-4G inh	Ba/F3 V617F tox
CCc1c(C)sc(NC(=O)c2noc(C)c2[N+](=O)[O-])c1C#N	12.4	0.8	-0.2	-0.2	-9.9	-2.8	-12.0	-0.8	1.5
NNC(=O)c1cc(O)c(O)c(O)c1	2.3	-0.7	-15.2	-1.5	-84.3	0.1	-14.2	-1.5	5.4
Cc1cnc(NC(=O)c2cc3ccccc3o2)s1	0.6	0.1	-4.5	0.5	-54.6	1.6	12.1	0.2	-1.7
Cc1ccc(C(=O)NNC(=O)Cc2csc(-c3csc(C)n3)n2)cc1	1.2	0.2	6.6	-0.2	-11.1	-2.6	7.2	1.0	-4.3
CCOC(=O)C1(CC2CC2)CCN(Cc2cnc(-c3ccccc3C)nc2)CC1	9.4	0.7	7.0	-0.9	1.9	-2.0	-7.5	-2.8	-0.1
CCOC(=O)c1cnc(Nc2ccccc2)nc1C(F)(F)F	-6.0	0.9	-4.4	-0.2	-2.8	0.0	2.2	4.2	-0.5
O=C(Oc1ccc(=O)n(-c2ccccc2)n1)c1ccccc1	1.1	-0.5	7.2	0.1	-3.1	1.1	7.6	14.5[fluorescence artefact?]	-0.4
COC(=O)c1cc(C(=O)OC)cc(-n2c(C)cc(C(=O)COC(=O)CNS(=O)(=O)c3ccc(C)cc3)c2C)c1	7.6	0.7	-1.4	1.2	8.1	0.3	-10.2	5.9	-0.5
O=C(/C=C/c1ccccc1)c1ccccn1	-1.3	0.5	0.1	-1.2	-13.5	5.4	5.8	3.9[fluorescence artefact?]	-4.3
COc1ccc(C(=O)O)c(OC)n1	-0.7	0.0	-7.8	-0.3	2.0	-3.7	1.6	-0.7	-3.6
Cc1ccc(NC(=O)C(=O)NC2CCCCC2)cc1	3.4	-0.2	-7.3	-4.7	-9.7	1.0	-6.0	-0.8	-2.0
CCC(=O)Nc1ccc(C(=O)NNC(=O)C(c2ccccc2)c2ccccc2)cc1	4.2	0.7	-14.3	-1.1	-9.8	-1.5	-2.9	3.1[fluorescence artefact?]	-1.6
O=C(CSC1=NC2(CCCCC2)N=C1c1ccccc1)Nc1ccc2c(c1)OCCO2	5.1	-1.2	9.1	-2.2	.	0.5	7.6	-1.2	2.8
Cn1nc(C(=O)Nc2ccc(S(=O)(=O)NCc3ccco3)cc2)c2ccccc2c1=O	-4.2	0.6	7.6	0.9	-11.2	4.4	-3.2	3.1	-1.8
c1ccc(CO/N=C(\c2ccc(C3CC3)nc2)C2CC2)cc1	3.4	-0.1	4.0	-0.3	-8.1	-1.1	-13.6	-0.1	3.1
CCOC(=O)CSc1nc(N)nc(C)c1Br	5.4	1.1	-1.8	-0.6	-7.0	4.6	-5.7	2.8	-3.3
O=C(NCc1cccnc1)c1csc2c1CCCC2	5.6	-0.1	-18.8	0.3	2.3	-2.0	8.1	0.6	-1.6
COc1ccc(CNC(=S)Nc2cccc(C)c2)cc1	4.3	-0.6	-5.0	0.9	-21.0	-0.8	-25.2	-8.7[fluorescence artefact?]	-2.1
O=C(NNc1ccc(-c2csnn2)cc1)c1cc(Cl)cc(Cl)c1	4.9	-0.6	1.7	2.0	-12.8	-2.3	6.9	1.7	-2.6
CCN(CC)S(=O)(=O)c1ccc(NC=C(C#N)C#N)cc1	0.1	0.8	-13.7	0.4	.	-5.2	1.1	-7.9	0.0
CCOC(=O)c1c(C)nc2sc(C(N)=O)c(N)c2c1-c1ccccc1	2.9	-2.2	-10.7	0.2	-9.3	-1.2	5.3	0.8	-2.4
C=CCc1ccccc1OCC(O)CN1CCN(c2ccc(C)cc2)CC1 (centres undefined)	2.1	-1.0	-9.9	4.8	-27.4	-1.9	43.6*	-0.3	4.2
COC(=O)c1sc2ncccc2c1OCc1ccccc1Cl	1.1	0.7	9.1	0.5	-8.7	-1.4	1.1	-3.7[fluorescence artefact?]	-4.9
CCC(=O)Nc1cc(C(=O)O)ccc1Sc1ccccc1	6.0	0.1	14.8	-0.1	-4.2	1.5	-9.9	0.9	-0.1
Cn1c(C(=O)O)c(CC(=O)Nc2ccccc2F)c2ccccc21	5.4	0.7	-13.2	-1.4	1.4	3.9	4.1	2.6	-1.4
The listing continues:
SMILES	BaF3 parental	PERK inh	S1P4 antag	S1P4 ag	MDM2 E3 inh	Wee1 degr inh	NPY-Y2 PAM-ag	eIF4E-4G inh	Ba/F3 V617F tox
NCCCC[C@@H]1NC(=O)c2cc([N+](=O)[O-])cc(I)c2SC[C@@H](C(N)=O)NC(=O)[C@H](Cc2ccc(O)cc2)NC1=O	7.9	0.2	3.4	1.9	.	-4.2	2.0	2.2[fluorescence artefact?]	3.6
CCC1=NN2C(=N)/C(=C\c3cccn3-c3ccc(C)cc3C)C(=O)N=C2S1	2.2	0.5	5.0	-0.1	-7.2	0.1	-8.9	3.8	-1.2
COc1ccc(/C=C(/NC(=O)c2ccccc2)c2nc3ccc(Cl)cc3[nH]2)cc1OC	5.8	-0.6	-12.6	-1.3	-2.8	-1.4	-8.7	2.0[fluorescence artefact?]	0.2
CCCCN(CC)C(=O)c1n[nH]c(=O)c2ccccc12	1.1	0.2	3.6	0.2	-2.1	0.8	-1.9	6.0[fluorescence artefact?]	-0.3
CCOc1cc(C(N)=O)cc(Br)c1OCC	2.5	-0.4	-9.8	4.0	-14.9	0.1	-6.4	-2.4[fluorescence artefact?]	3.3
C=CCN(CC=C)C(=O)CN1C(=O)c2ccccc2C1=O	-0.4	1.1	6.6	0.4	-6.1	-2.0	13.8	-3.6	0.3
COc1ccc(OC)c(NC(=S)NCc2cccs2)c1	1.3	0.7	-2.4	0.5	-4.1	-0.3	7.8	8.0	-1.2
COC(=O)c1ccc(NC(=S)N2CCN(Cc3ccccc3OC)CC2)cc1	-0.7	-0.1	-0.8	-0.7	2.6	3.0	9.5	-3.6	-0.4
Cc1ccccc1C(=O)N1CCN(c2ccc(NC(=O)c3cccnc3)cc2)CC1	-0.7	0.8	1.1	-0.9	-8.1	-0.6	2.7	1.9	0.1
CC(C(=O)Nc1cc([N+](=O)[O-])ccc1Cl)N1CCN(c2ccccc2O)CC1 (centres undefined)	6.1	-0.9	0.0	0.9	-22.9	1.4	-9.4	3.5	5.3
Cc1cc(NC(=O)C2CC(c3ccccc3Cl)=NO2)no1 (centres undefined)	1.6	1.4	12.6	-1.5	-28.2	-1.3	2.1	-1.4	-3.0
